Source: PubChem (National Center for Advancing Translational Sciences (NCATS))
G9a block: G9a (human) methyltransferase inhibition; Q96KQ7; G9a H3K9 monomethylation, AlphaScreen, 2 h; Potency, µM (doses to about 102 µM), for the others: top-dose activity, negative = inhibition, hits mostly inhibitors; 8.8% of 350,000 active; AID 504332; further: on the % scale 0 is the no-effect control and ±100 the full control effect; nearly all actives have a fitted effect of over 75% in size
Target sequence (Q96KQ7 913-1193 limits assumed): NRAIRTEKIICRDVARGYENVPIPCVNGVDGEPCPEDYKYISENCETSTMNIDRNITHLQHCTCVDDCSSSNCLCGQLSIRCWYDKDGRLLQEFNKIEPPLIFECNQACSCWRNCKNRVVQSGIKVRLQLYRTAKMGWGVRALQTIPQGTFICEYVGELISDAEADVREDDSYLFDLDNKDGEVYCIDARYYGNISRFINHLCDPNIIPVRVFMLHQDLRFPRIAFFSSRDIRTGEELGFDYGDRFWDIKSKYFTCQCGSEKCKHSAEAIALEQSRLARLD
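Readings reflect AlphaScreen signal from monomethyl-H3K9 antibody detection. HMT at 20 nM; substrate b-H3K9 500 nM; cofactor SAM 20 uM; 2 h RT reaction; compounds tested as titrations in qHTS with 15 min preincubation.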
POLK inh: inhibitors of human DNA polymerase kappa; Q9UBT6; purified Pol kappa, fluorescent DNA synthesis assay, 10 min; Potency, µM (doses to about 107 µM), for inactives: at the highest dose activity, negative = inhibition, hits mostly inhibitors; 0.53% of 400,000 active; AID 588579; further: on the % scale 0 is the no-effect control and ±100 the full control effect
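Fluorescent qHTS in 1536-well format: enzyme (10 nM) and compound sat 15 min at room temperature before 50 nM substrate (final) was added. Signal taken at 0 and 10 min; no-enzyme buffer wells were negative controls.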
Pol eta inh: blocks human DNA polymerase eta activity; Q9Y253; recombinant Pol eta, fluorescent DNA replication assay; Potency, µM (series often up to 114 µM), for the others: at the highest dose activity change, negative = inhibition, actives largely listed as inhibitors; 1.2% of 390,000 active; further: on the % scale 0 is the no-effect control and ±100 the full control effect
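Pol eta (10 nM) was preincubated with compounds for 15 min at room temperature, after which fluorescent replication substrate (50 nM final) was added to start the reaction. Fluorescence was read kinetically at 0 and 10 min.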
POLI inh: DNA polymerase iota (human) inhibition | Q9UNA4 | Pol iota fluorescent replication assay, 10 min | Potency, µM (doses to about 115 µM), for the others: at the top dose activity, negative = inhibition, actives largely listed as inhibitors | 1% of 390,000 active
Target sequence (Q9UNA4 whole entry, looked up): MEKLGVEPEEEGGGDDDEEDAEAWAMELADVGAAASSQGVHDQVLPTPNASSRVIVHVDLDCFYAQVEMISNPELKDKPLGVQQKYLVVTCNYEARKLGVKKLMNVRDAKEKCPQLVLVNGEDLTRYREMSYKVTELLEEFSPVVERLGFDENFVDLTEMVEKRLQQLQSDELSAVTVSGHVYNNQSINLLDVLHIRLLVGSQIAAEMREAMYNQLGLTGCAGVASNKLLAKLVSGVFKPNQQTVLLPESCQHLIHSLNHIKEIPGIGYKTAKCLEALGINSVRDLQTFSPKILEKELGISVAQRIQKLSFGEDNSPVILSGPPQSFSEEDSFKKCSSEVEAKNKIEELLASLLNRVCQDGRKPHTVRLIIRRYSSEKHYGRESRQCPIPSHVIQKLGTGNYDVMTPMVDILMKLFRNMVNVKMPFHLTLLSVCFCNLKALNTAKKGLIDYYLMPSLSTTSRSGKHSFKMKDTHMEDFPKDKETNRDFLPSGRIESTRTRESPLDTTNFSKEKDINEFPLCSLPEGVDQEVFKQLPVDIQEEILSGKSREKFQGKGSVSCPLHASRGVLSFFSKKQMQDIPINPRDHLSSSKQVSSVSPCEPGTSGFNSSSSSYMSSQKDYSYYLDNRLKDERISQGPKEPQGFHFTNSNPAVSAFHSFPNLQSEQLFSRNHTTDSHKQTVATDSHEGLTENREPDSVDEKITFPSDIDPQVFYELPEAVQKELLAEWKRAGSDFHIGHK
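Pol iota at 10 nM preincubated 15 min with compounds at room temperature; reaction started with fluorescent substrate, 50 nM final. Fluorescence read kinetically at 0 and 10 min; buffer-only wells as negative control.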
APEX1 inh: APE1 (human) endonuclease inhibition | Potency, µM (highest dose often 65.8 µM), without a hit: at the highest dose activity change, negative = inhibition, most hits filed as inhibitors | 0.35% of 350,000 active | AID 2517 | recombinant APE1, TAMRA/BHQ-2 abasic DNA cleavage fluorescence;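 further: plate controls were vehicle for no effect and reference inhibitor for full effect; nearly all actives have a fitted effect of over 55% in size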
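Compound pre-exposure to 0.75 nM APE1, 15 min at ambient temperature. Reaction initiated with 50 nM TAMRA/BHQ-2 THF substrate, read immediately in kinetic mode, 525 nm excitation, 598 nm emission.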
BAZ2B inh: inhibitors of human BAZ2B bromodomain; Potency, µM (series often up to 114 µM), inactives show at the highest dose activity change, negative = inhibition, usual class: inhibitors; Q9UIF8; AID 504333; AlphaScreen BAZ2B-H3K14Ac peptide displacement; 4.4% of 360,000 active; further: on the % scale 0 is the no-effect control and ±100 the full control effect; nearly all actives have a fitted effect of over 60% in size
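Inhibition is scored as reduced AlphaScreen emission. The BAZ2B/b-H3(5-23)K14Ac complex (50 nM each) in PBS pH 7.4, 0.01% Tween-20 meets compound (up to 110 uM) for 30 min at RT before bead addition.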
BLM helicase inh: Bloom syndrome helicase (human) inhibition. P54132. recombinant BLM DNA unwinding, fluorescence dequenching. Potency, µM (titrated, usually from 56.1 µM), for the others: top-dose activity change, negative = inhibition, actives largely listed as inhibitors. 0.2% of 350,000 active. AID 2528;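 further: plate controls were vehicle for no effect and no enzyme for full effect; nearly all actives have a fitted effect of over 35% in size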
Pol beta inh: DNA polymerase beta (human) inhibition; P06746; Pol beta primer extension/strand displacement, fluorescence kinetic; Potency, µM (titrated, usually from 114 µM), inactives show at the highest dose activity change, negative = inhibition, hits mostly inhibitors; 1.3% of 340,000 active; further: on the % scale 0 is the no-effect control and ±100 the full control effect
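Pol beta (10 nM) was preincubated with compound for 15 min at room temperature. The reaction was then started with 50 nM substrate and read immediately and after a further 10 min at room temperature.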
JMJD2A Tudor inh: blocks the human JMJD2A Tudor domain; 4.4% of 390,000 active; Potency, µM (highest dose often 114 µM), without a hit: at the top dose activity change, negative = inhibition, actives largely listed as inhibitors; AlphaScreen JMJD2A-Tudor / H3K4me3 peptide binding; further: on the % scale 0 is the no-effect control and ±100 the full control effect; nearly all actives have a fitted effect of over 50% in size
Active calls of the source: *; u = inconclusive; x = not tested or not shown; & = joins results of further samples; [ ] = another dose, or the depositor's remark. The call rests on the fitted dose curve; in most records, active means well fitted curve in the direction sought with a large enough effect; inconclusive means small, poorly fitted or top-dose-only effect, or another doubt; inactive means no such curve, though single readings can be large; an effect the other way counts as inactive or inconclusive. Potency means the concentration at half of the fitted maximal effect. Some of the compounds tested; rates above refer to the full screens.

SMILES	G9a block	POLK inh	Pol eta inh	POLI inh	APEX1 inh	BAZ2B inh	BLM helicase inh	Pol beta inh	JMJD2A Tudor inh
CCOc1ccccc1/C=C/c1onc(C)c1S(=O)(=O)N1CCC(C(=O)N(CC)CC)CC1	1%[0.0925 µM]	-2%	-16%&-19%	0%&-12%	-13%	6%	-9%&-1%	-1%&19%	-14%&-2%
CC(C)(C)C1CCc2c(sc(NC(=O)c3ccccc3F)c2C(=O)NCc2ccco2)C1 (configuration not stated)	7%[59 µM]	-3%	-12%	u	x	3%	-13%	16%	10%
Cc1ccc([N+](=O)[O-])cc1N(CC(=O)N1CCCCC1)S(C)(=O)=O	9%	-19%	0%	50%[activator]	0%	-29%	2%	3%	-13%
Cc1ccc(NC(=O)Nc2nc3ccccc3s2)cc1NC(=O)Nc1nc2ccccc2s1	12%	0%	3%	-20%	0%	-1%	-7%	u	-15%
CC(=O)Nc1ccc(C(=O)Nc2ccc(S(=O)(=O)N3CCCC3)cc2)cc1	7%[59 µM]	1%	6%	6%	8%	x	-5%	1%	-7%
COc1ccccc1Nc1cc(C)nc2nc(-c3ccccc3)nn12	-41%[59 µM]	-2%[60.1 µM]	-7%	9%	x	-13%	0%	41%	-18%
COc1ccc(CC(NC(=O)c2ccccc2)C(=O)NCC(=O)O)cc1 (configuration not stated)	2%	-7%	-7%	-10%	u	11%	3%	17%	-18%
CC(C)(C)C1CCc2c(sc(NC(=O)c3ccco3)c2C(=O)Nc2ccccc2Cl)C1 (configuration not stated)	-37%[59 µM]	-9%	-6%	8%	x	5%	-14%	16%	-5%
O=C(Nc1ncc2c(n1)-c1ccccc1CC2)c1ccc(Cl)cc1	-5%[0.0925 µM]	-17%	-5%	3%	16%	6%	-12%	38%	u
CCCN(CCC)C(=O)c1nn(C)c2c1CSc1ccc(C)cc1-2	-18%[59 µM]	5%[60.1 µM]	-15%	-13%	x	10%	-3%	0%	8%
O=C(/C=C/c1ccccc1Cl)Nn1cnc2ccccc2c1=O	7%[59 µM]	-25%	-4%	-1%	3%	11%	-4%	2%	-7%
C/C(=C/c1ccccc1)C(=O)N1CCC(C)CC1	24%	11%	-6%	8%	18%	-3%	-8%	1%	0%
O=C(CC(Nc1cccc(Cl)c1Cl)C(=O)O)c1ccccc1 (configuration not stated)	28µM*	4%	-14%	u	-3%	-38%	-2%	-25%	-2%
CC1CCC2(CC1)NC(=O)N(CC(=O)N1CCc3ccccc3C1)C2=O (configuration not stated)	0%	-11%	-20%	98%[activator]	2%	-1%	-4%	2%	4%
Cc1ccccc1CNC(=O)C1CCC(=O)N(Cc2cccc(F)c2)C1 (configuration not stated)	5%	-19%	5%	11%	4%	2%	1%	-24%	2%
Cn1c(CNC(=O)CCNC(=O)c2cccc(Br)c2)cc(=O)n(C)c1=O	38%[activator]	-10%	-7%	-9%	83%[activator]	5%	0%	1%	8%
C=CCn1c(SCC(=O)c2cc(C)n(CCOC)c2C)nc2sc(C)c(C)c2c1=O	u	-3%	-3%	11%	-9%	-11%	1%	13%	0%
CCc1nnc(NC(=O)CSc2nnc(CNc3ccc(OC)cc3)n2CC)s1	x	-13%	13%	6%	2%	-28%	-1%	0%	-11%
CCOC(=O)C1C(=O)NC(N2CCN(Cc3ccccc3)CC2)=NC1c1ccccc1 (configuration not stated)	6%	-8%	-9%	-16%	8%	u	2%	-14%	-5%
Cc1ccc(CNC(=O)Cn2ccn(-c3ccc(F)c(F)c3)c(=O)c2=O)cc1	-34%[59 µM]	-6%	17%	-8%	x	u	-11%	u	-21%
CC(C(=O)N1CCN(c2ccc([N+](=O)[O-])cc2)CC1)N1C(=O)C2CC=CCC2C1=O (configuration not stated)	-27%	-1%	-8%	8%	9%	-28%	-6%	5%	-20%
O=C(N/N=C/c1ccccn1)c1c[nH]c2ccccc12	x	0%	6%	156%[activator]	28%	3%	-6%	-16%	-27%
Cc1[nH]c2ccccc2c1C(=O)C(=O)N(C)C1CCCCC1	23%	-6%	-7%	-25%	-19%	-13%	-6%	-6%	-17%
CCCC(=O)NCCc1cc2cc(C)c(C)cc2[nH]c1=O	14%[59 µM]	-7%	-5%	6%	-3%	2%	-2%	u	-4%

2 entries drawn at random from the list so far:
SMILES	G9a block	POLK inh	Pol eta inh	POLI inh	APEX1 inh	BAZ2B inh	BLM helicase inh	Pol beta inh	JMJD2A Tudor inh
CC1CCC2(CC1)NC(=O)N(CC(=O)N1CCc3ccccc3C1)C2=O (configuration not stated)	0%	-11%	-20%	98%[activator]	2%	-1%	-4%	2%	4%
Cn1c(CNC(=O)CCNC(=O)c2cccc(Br)c2)cc(=O)n(C)c1=O	38%[activator]	-10%	-7%	-9%	83%[activator]	5%	0%	1%	8%

Further compounds:
SMILES	G9a block	POLK inh	Pol eta inh	POLI inh	APEX1 inh	BAZ2B inh	BLM helicase inh	Pol beta inh	JMJD2A Tudor inh
COc1ccccc1N1CCN(C(=O)c2c(-c3c(F)cccc3Cl)noc2C)CC1	x	10%	-18%	10%	2%	-17%	0%	8%	-14%
COc1cccc(-c2cncnc2Nc2ccc(F)cc2)c1	3%[0.501 µM]	0%[60.1 µM]	x	x	u	x	0%	x	x
CCN(C(=O)COC(=O)CNS(=O)(=O)c1ccccc1)c1ccccc1	1%	1%	-7%	94%[activator]	-2%	x	0%	0%	0%[57.1 µM]
CC1CN(C(=O)COC(=O)c2ccc(C#N)cc2)CC(C)O1 (configuration not stated)	50µM*	-7%	-7%	9%	27%	-25%	-1%	2%	-2%
CC(C)(C)c1ccc(C(=O)OCC(=O)NC2CC2)cc1	-24%	-7%	-20%	40%[activator]	47%	3%	x	x	-9%
COCC(=O)N1CCN(c2ccc([N+](=O)[O-])cc2)CC1	-10%	-18%	-3%	7%	-2%	-6%	-1%	12%	-23%
COc1ccc(OC)c(NC(=O)N2CCCC(CNS(=O)(=O)c3cccs3)C2)c1 (configuration not stated)	x	-13%	-2%	140%[activator]	11%	u	3%	31%	-21%
O=C(COc1ccccc1Cl)N1CCN(C(=O)c2ccco2)CC1	u	-11%	-17%	22%	1%	-4%	1%	35%	-10%
CCSc1nc(N2CCOCC2)c2c(c1C#N)CC(C)(C)N(C)C2	19%[12.7 µM]	-11%	-13%	12%	-1%	6%	-1%	0%	-5%
O=C(NC1CCCC1)C1CCN(S(=O)(=O)c2ccccc2)CC1	22%	-14%	-17%	38%[activator]	2%	8%	1%	15%	-11%
COc1ccc(C)cc1N(C)C(=O)Cc1c(C(=O)O)n(C)c2ccccc12	12%	-18%	0%	32%[activator]	31%[activator]	0%	-2%	31%	-13%
Cc1cc(C)c(C#N)c(N2CCN(Cc3ccc4c(c3)OCO4)CC2)n1	11%[2.33 µM]	-4%	1%	21%	-3%	-6%	0%	6%	-20%

Quoted from the listing (six entries):
SMILES	G9a block	POLK inh	Pol eta inh	POLI inh	APEX1 inh	BAZ2B inh	BLM helicase inh	Pol beta inh	JMJD2A Tudor inh
CCOc1ccccc1/C=C/c1onc(C)c1S(=O)(=O)N1CCC(C(=O)N(CC)CC)CC1	1%[0.0925 µM]	-2%	-16%&-19%	0%&-12%	-13%	6%	-9%&-1%	-1%&19%	-14%&-2%
CC(C)(C)C1CCc2c(sc(NC(=O)c3ccccc3F)c2C(=O)NCc2ccco2)C1 (configuration not stated)	7%[59 µM]	-3%	-12%	u	x	3%	-13%	16%	10%
Cc1ccc([N+](=O)[O-])cc1N(CC(=O)N1CCCCC1)S(C)(=O)=O	9%	-19%	0%	50%[activator]	0%	-29%	2%	3%	-13%
Cc1ccc(NC(=O)Nc2nc3ccccc3s2)cc1NC(=O)Nc1nc2ccccc2s1	12%	0%	3%	-20%	0%	-1%	-7%	u	-15%
CC(=O)Nc1ccc(C(=O)Nc2ccc(S(=O)(=O)N3CCCC3)cc2)cc1	7%[59 µM]	1%	6%	6%	8%	x	-5%	1%	-7%
COc1ccccc1Nc1cc(C)nc2nc(-c3ccccc3)nn12	-41%[59 µM]	-2%[60.1 µM]	-7%	9%	x	-13%	0%	41%	-18%

Next part.
SMILES	G9a block	POLK inh	Pol eta inh	POLI inh	APEX1 inh	BAZ2B inh	BLM helicase inh	Pol beta inh	JMJD2A Tudor inh
Cn1c(=O)c2[nH]c(-c3cccnc3)nc2n(C)c1=O	-31%	-1%	-10%	-10%	0%	-7%	-3%	15%	-17%
COC(=O)c1c(NC(=O)c2c(OC)cccc2OC)sc2c1CCCC2	u	-7%	-18%	16%	x	8%	-11%	8%	-8%
CCOc1ccc(OCCCC(=O)N(CC)CC(=O)Nc2c(F)cccc2F)cc1	19%[12.7 µM]	-11%	-12%	-21%	4%	-1%	x	x	-22%
Cc1ccc2nc(-c3ccccc3F)c(Nc3ccc(Cl)cc3)n2c1	u	-27%	-9%	-8%	x	u	-19%	u	u
CCc1nc(N)c(C#N)c(-c2ccncc2)c1C	6%	-11%	-5%	15%	-2%	13%	-3%	2%	-15%
COc1ccc(C)cc1NC(=O)CN1C(=O)COc2ccc(S(=O)(=O)N3CCOCC3)cc21	3%&-9%[59 µM]	5%&-1%	-12%&-19%	8%&21%	24%	-21%	2%&-1%	3%&10%	-6%&-13%
CCC(=O)N1CCc2cc(S(=O)(=O)CCC(=O)NCc3ccc(C)cc3)ccc21	-6%	-1%&-8%	4%&3%	-17%&13%	10%	-13%	0%&-3%	1%&20%	-19%&-9%
Cc1ccc(OCC(=O)N/N=C2\CCOc3c(C)cccc32)cc1	2%[0.501 µM]	-10%	4%	21%	3%	11%	-2%	5%	-26%
COc1ccc2cc(C(=O)NC3CCCCC3)c(=O)oc2c1	-35%[2.33 µM]	-7%	-4%	-2%	21%	14%	-4%	22%	-1%

3 compounds already listed, arranged by their value in BLM helicase inh, low to high.
canonical_smiles | G9a block | POLK inh | Pol eta inh | POLI inh | APEX1 inh | BAZ2B inh | BLM helicase inh | Pol beta inh | JMJD2A Tudor inh
COC(=O)c1c(NC(=O)c2c(OC)cccc2OC)sc2c1CCCC2 | u | -7% | -18% | 16% | x | 8% | -11% | 8% | -8%
COc1ccc2cc(C(=O)NC3CCCCC3)c(=O)oc2c1 | -35%[2.33 µM] | -7% | -4% | -2% | 21% | 14% | -4% | 22% | -1%
Cn1c(=O)c2[nH]c(-c3cccnc3)nc2n(C)c1=O | -31% | -1% | -10% | -10% | 0% | -7% | -3% | 15% | -17%
